# dFosB activator: activators of delta FosB homodimer, primary screen, biochemical, fluorescence polarization, TAMRA-CDK5 oligo, single point; Protein FosB (Mus musculus), P13346; purified delta FosB; percent of positive-control signal above neutral wells; activation, % at 25 µM; 0.99% of 340,000 active; AID 493131, 2011;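 active = mean activation above about 17%, with every replicate also reaching it, limit read from the data, passing the limit was not always enough; inconclusive = only one of the two conditions met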;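 also: fluorescence polarization rise as delta FosB binds a TAMRA Cdk5 AP-1 oligo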
# Target sequence (P13346 whole entry, looked up): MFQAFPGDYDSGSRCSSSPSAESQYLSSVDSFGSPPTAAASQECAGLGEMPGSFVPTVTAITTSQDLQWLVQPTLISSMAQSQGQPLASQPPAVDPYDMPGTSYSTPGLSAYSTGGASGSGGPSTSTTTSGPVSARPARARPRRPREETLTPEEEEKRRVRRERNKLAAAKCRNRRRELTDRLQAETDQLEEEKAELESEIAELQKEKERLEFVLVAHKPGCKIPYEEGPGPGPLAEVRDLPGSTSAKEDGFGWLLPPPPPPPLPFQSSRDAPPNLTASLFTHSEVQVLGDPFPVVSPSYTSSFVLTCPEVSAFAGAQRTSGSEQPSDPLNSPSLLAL
# Rtt109 HAT inh: inhibitors of C. albicans Rtt109/Vps75 HAT, primary screen, biochemical, ThioGlo CoA-SH fluorescence, plate reader; purified Rtt109/Vps75, 4 h; 0.16% of 330,000 active; Histone acetyltransferase RTT109 (Candida albicans (strain SC5314 / ATCC MYA-2876)), …; inhibition, % at 34.9 µM;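 active = inhibition of at least 50% in every replicate; inconclusive = best replicate reaches 50% inhibition but some replicates fall short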
# Keap1-Nrf2 PPI: Keap1-Nrf2 protein-protein interaction inhibitors, primary screen, biochemical, fluorescence polarization, single point; AID 504523, 2011; 0.15% of 340,000 active; inhibition, % at 9.4 µM; Keap1 Kelch-Nrf2 peptide fluorescence polarization, 1536-well; Kelch-like ECH-associated protein 1 (Homo sapiens), Q14145; in the data active = inhibition above about 12%; inconclusive = no clear call, values can overlap the other calls; inactive = below about 7.3%;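 also: human Keap1 Kelch domain with fluorescein labeled Nrf2 9mer peptide probe; 0% = neutral control wells and 100% = peptide positive control; higher means more block of Keap1 binding to Nrf2 peptide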
# Target sequence (Q14145 whole entry, looked up, the tested form may be a part): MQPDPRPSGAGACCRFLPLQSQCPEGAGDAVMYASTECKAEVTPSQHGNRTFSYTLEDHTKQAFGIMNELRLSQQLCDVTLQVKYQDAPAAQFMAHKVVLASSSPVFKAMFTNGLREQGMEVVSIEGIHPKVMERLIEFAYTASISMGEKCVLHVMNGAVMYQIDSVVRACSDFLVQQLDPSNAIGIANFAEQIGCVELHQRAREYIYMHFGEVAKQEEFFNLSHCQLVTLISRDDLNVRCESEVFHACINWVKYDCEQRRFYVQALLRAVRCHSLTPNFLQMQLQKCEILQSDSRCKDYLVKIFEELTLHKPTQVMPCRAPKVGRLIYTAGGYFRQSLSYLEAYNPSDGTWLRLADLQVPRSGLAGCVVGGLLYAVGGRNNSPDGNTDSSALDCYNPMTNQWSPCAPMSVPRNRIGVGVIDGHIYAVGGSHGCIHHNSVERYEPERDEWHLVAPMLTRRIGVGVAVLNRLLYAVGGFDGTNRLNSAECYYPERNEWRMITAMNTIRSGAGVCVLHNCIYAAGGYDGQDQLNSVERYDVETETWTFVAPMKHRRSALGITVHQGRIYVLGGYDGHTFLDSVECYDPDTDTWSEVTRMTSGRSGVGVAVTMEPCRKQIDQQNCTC
# CDK5 inh: inhibitors of human CDK5/p35 kinase, primary screen, biochemical, single concentration; Cyclin-dependent kinase 5 (Homo sapiens) + Cyclin-dependent kinase 5 activator 1 (Homo …; 0.01% of 330,000 active; Recombinant CDK5/p35, ADP-Glo luminescence, 60 min; inhibition, % at 10 µM;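 active = highest replicate inhibition of at least 50% and at least 75% of replicates reaching 50%; inconclusive = only one of the two criteria met; inactive = both criteria failed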;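 also: plate controls were DMSO neutral control for no effect and GW8510 at 10 µM for full effect; many of its hits are not listed in these tables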
# C-LANA FP: inhibitors of KSHV C-LANA binding to DNA, primary screen, biochemical, fluorescence polarization, FAM-LBS DNA, MBP-C-LANA, single point. inhibition, % at 9 µM. 0.078% of 340,000 active. AID 504423, 2011;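 active = highest replicate inhibition at or above 60% at 9 µM, even if other replicates fall short; inactive = all replicates below 60% inhibition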;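 also: 0% = neutral control wells and 100% = 4 µM acridine orange control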
# RTF Ca sens act: cardiac RTF calcium sensitivity activators, primary screen, biochemical, IANBD-TnC fluorescence, EC20 calcium; Troponin I, cardiac muscle (Homo sapiens) + Troponin T, cardiac muscle (Homo sapiens) + …; IANBD-labeled TnC RTF fluorescence at EC20 calcium; 0% EC20 calcium, 100% full calcium; activation, % at 7.2 µM; 0.24% of 340,000 active; AID 493008, 2010;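 active = activation above the mean over all tested compounds plus 3 SD, cut at about 30% in these data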;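 also: rise in fluorescence read as greater calcium sensitivity of cardiac thin filaments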
# NSD2 HMT inh: NSD2 histone methyltransferase inhibitors, primary screen, biochemical, AlphaScreen, single concentration, set 2 | inhibition, % at 12.5 µM | 0.54% of 310,000 active | NSD2 peptide methylation, 120 min | AID 743445, 2014; in the data active = inhibition above about 50%
# Cardiac RTF inh: cardiac RTF calcium sensitivity inhibitors, primary screen, biochemical, IANBD-TnC fluorescence, EC70 calcium. IANBD-labeled cardiac RTF, Ca2+ fluorescence. inhibition, % at 7.15 µM. AID 493244, 2011. Troponin I, cardiac muscle (Homo sapiens) + Troponin T, cardiac muscle (Homo sapiens) + …. 0.12% of 340,000 active;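 active = inhibition above the mean inhibition of all tested compounds plus 3 SD, cut at about 17% in these data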;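 also: assay run at fixed EC70 calcium of 1.6 mM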
# PfHsp90 yeast 2: growth inhibition of PfHsp90-expressing yeast, primary screen, antimalarial PfHsp90 inhibitor project, S. cerevisiae, BacTiter-Glo luminescence, single point, set 2. BacTiter-Glo ATP, 48 h; yeast lacking PDR1 and PDR3 efflux regulators. inhibition, % at 9.4 µM. 0.32% of 310,000 active;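 active = every replicate shows inhibition above about 80%, whatever the replicate mean, limit read from the data; inconclusive = mean inhibition reaches the set limit but some replicate falls short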;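 also: 0% = DMSO neutral controls and 100% = 20 µM radicicol positive controls; yeast relying on Plasmodium falciparum Hsp90 in place of its own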
# SUMO Mot1 rescue: yeast Mot1-301 growth rescue at high temperature, primary screen, SUMOylation pathway inhibitor project, S. cerevisiae, ATP luminescence, 38.5C | S. cerevisiae Mot1-301 growth rescue; percent above DMSO median, 100 means doubled | growth rescue, % at 18.8 µM | 1% of 320,000 active | AID 2716, 2010;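 active = every valid replicate shows activation above 250% relative to neutral control wells; inactive = the rest, any valid replicate at or below 250%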;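 also: OY570 slx delta 5 strain wells were the positive control but not used for scaling; some compounds called inactive have numbers as strong as hits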
# PvdQ inh: P. aeruginosa PvdQ acylase inhibitors, primary screen, biochemical, fluorescence, plate reader and imaging, single point | PvdQ acylase [Pseudomonas aeruginosa LESB58] | purified PvdQ acylase | inhibition, % at 10 µM | 0.063% of 340,000 active; in the data active = inhibition above about 30%, passing the limit was not always enough; inconclusive = no clear call, values can overlap the other calls;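 also: 0% = vehicle neutral wells and 100% = reference inhibitor wells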
# The depositor's hits bear a star; ? = inconclusive; . = no result given. Rows were taken by chance; about 3.2% have a hit in one of these screens.
SMILES,dFosB activator,Rtt109 HAT inh,Keap1-Nrf2 PPI,CDK5 inh,C-LANA FP,RTF Ca sens act,NSD2 HMT inh,Cardiac RTF inh,PfHsp90 yeast 2,SUMO Mot1 rescue,PvdQ inh
COc1ccc(C(c2nnnn2CCc2ccccc2)N2CCN(C3CCCC3)CC2)cc1OC (stereo not given),-5,11,0,-1.8,0.2,11,1,-6,17,.,-25
CC(=O)c1cc2c(cc1NC(=O)CSc1nc3ccc(C)cc3[nH]1)OCO2,5,0,0,-0.1,1.1,6,5,-10,5,15,-3
Cc1cc(C)c2c(NC(=S)NC(=O)c3ccccc3)n[nH]c2n1,0,-12,-3,-2.5,-0.4,2,27,3,1,-3,-11
O=C1C(C=NCC2CCCO2)=C(O)c2ccccc21 (stereo not given),-5,2,-6,0.9,1.0,1,-1,-2,.,-8,-2
COc1ccc(CCNS(=O)(=O)c2cn(C)c(=O)n(C)c2=O)cc1,7,-4,-4,-0.3,-1.1,3,.,-2,20,-18,-17
CCOC(=O)C1=C(O)/C(=C/c2ccc(-c3ccccc3C(=O)O)o2)SC1=Nc1ccc(C)cc1,-17,?,-35,1.4,3.6,1,.,-19,3,.,17
Cc1ccc(C(=O)Cn2c(-c3ccccc3)noc2=O)cc1,-4,2,5,-0.7,-0.1,-2,-1,-6,18,-29,-6
COc1cc2c3c(c1)c(C1=NC(=S)NC1=O)c(O)n3C(C)(C)C=C2C,-7,.,4,-0.3,0.6,-6,-1,-1,.,-2,0
COC(=O)c1ccccc1NC(=O)C1CCN(C(=O)N2CCOc3ccccc32)CC1,-8,11,3,0.3,-0.5,2,.,-7,4,-5,-12
Cc1cc(NC(=O)CN2CCN(S(=O)(=O)c3ccc4ccccc4c3)CC2)no1,-12,18,2,0.7,-1.2,2,-5,-16,-9,6,0
CCOc1cc(S(=O)(=O)N(CC)CC)ccc1F,2,11,3,-0.2,-0.1,-3,2,-1,3,6,-2
NC(=O)c1ccccc1N/C=C/C(=O)c1cccs1,5,-1,0,2.5,1.7,0,2,-16,-2,-9,-4
COc1cc(F)ccc1S(=O)(=O)N1CCN(Cc2ccccc2)CC1,-2,-2,-2,0.1,0.1,-2,-4,-5,-16,-13,-9
Cc1nc(C)c(C(=O)C2=C(O)C(=O)N(CCN(C)C)C2c2cccs2)s1 (stereo not given),8,5,-2,0.9,-0.5,2,5,0,4,-13,-12
CCO[C@@H]1OC(C(=O)NC2CC2)=C[C@H](c2ccc(Br)cc2)[C@H]1CCCO,5,-6,-2,-1.9,-1.9,-3,.,4,.,14,-7
CCCC1S/C(=N/N=C/c2ccc(OC)cc2)N(Cc2ccccc2)C1=O (stereo not given),-8,-8,2,0.0,1.2,-4,6,-18,-8,-7,-6
O=C1CCCc2nc(N3CCN(C(=O)c4ccco4)CC3)ncc21,-7,0,-5,-0.7,-0.7,-3,6,-1,24,-7,-12
CC(C)CC(=O)NC1(C(F)(F)F)C(=O)Nc2c1c(=O)n(C)c(=O)n2C (stereo not given),0,-7,0,-0.5,1.0,0,-2,1,-14,-31,-5
COc1ccc(NC(=O)C2CCCN2C(=O)NCc2ccccc2)cc1 (stereo not given),-7,4,-1,0.4,0.2,-3,0,-13,-3,10,12
Cc1c(C(=O)NCC2CCCO2)oc2ccc(S(=O)(=O)N3CCCCC3)cc12 (stereo not given),-8,-4,1,-0.5,-1.7,-3,.,-8,0,22,-2
COc1ccc(C2C(=O)N(C3CCCCC3)CC(=O)N2CC2COc3ccccc3O2)cc1 (stereo not given),1,5,-8,2.2,0.5,-5,1,2,-5,-8,-6
Fc1cccc2sc(Nc3nc4c(F)cccc4s3)nc12,-13,0,-6,1.6,-1.8,8,-2,-8,-11,2,-8
c1ccc(Nc2scc(-c3ccccc3)[n+]2Cc2ccco2)cc1,-10,-6,2,2.3,-0.8,2,-1,-20,-10,17,-16
NC(=O)C1CCN(Cc2nc3c(Br)cc(Br)cc3c(=O)[nH]2)CC1,-6,-19,-5,-0.1,0.8,5,0,-6,-5,-1,-10
COC(=O)c1sc(NC(=O)c2ccco2)c(C#N)c1C,0,8,1,-2.5,-0.8,-1,13,16,-11,88,8
SMILES,dFosB activator,Rtt109 HAT inh,Keap1-Nrf2 PPI,CDK5 inh,C-LANA FP,RTF Ca sens act,NSD2 HMT inh,Cardiac RTF inh,PfHsp90 yeast 2,SUMO Mot1 rescue,PvdQ inh
COc1cc(OC)cc(C(=O)Nc2ccc3c(c2)COC3=O)c1,-6,-11,-2,-1.8,0.1,2,0,0,-10,-1,-15
CCSc1ncnc2c1oc1ccccc12,-18,18,-1,-1.4,1.7,1,1,-11,-23,5,-4
O=C(OCCN1CCCCC1)c1cccc(F)c1,-9,0,-4,-0.6,-5.2,-3,-4,-7,-2,-12,-11
COc1ccc(OC(=O)CCN2C(=O)C3C4C=CC(C4)C3C2=O)cc1 (stereo not given),3,-5,2,1.3,1.2,-4,0,-2,-3,14,-6
CCN(CC)C(=O)CCCC(=O)N(CC)CC,1,-2,-2,0.8,0.4,-2,0,4,-11,-15,-11
S=C(Nc1ccc2c(c1)OCO2)N1CCN(Cc2ccco2)CC1,-4,17,-4,0.0,1.6,1,1,-14,5,-2,11
O=C(CSc1nncn1-c1ccccc1)Nc1ccccc1F,-7,-9,3,-0.2,0.5,-1,1,-2,-6,-20,-2
COc1ccccc1N1CC(C(=O)Nc2ccc3c(c2)OCO3)CC1=O (stereo not given),-5,-3,-3,-1.2,2.9,-5,0,7,-19,-6,-17
Cc1ccc(-n2c(N)c(C#N)c(-c3ccc(Cl)cc3)c(C#N)c2=O)cc1,2,-1,0,0.1,0.5,3,-2,-9,-1,-4,1
O=[N+]([O-])/C(N=Nc1ccccc1)=N\Nc1ccccc1,-2,.,2,-0.9,0.2,-5,-1,3,13,97,-2
Cn1c(=O)n(C)c2cc(S(=O)(=O)Nc3ccccc3)ccc21,7,-4,2,0.3,-0.3,3,1,1,1,17,6
c1ccc(C(c2nnnn2C2CCCC2)N2CCN(c3ccccc3)CC2)cc1 (stereo not given),-4,4,-4,-2.1,0.8,3,0,-5,12,127,-12
CC(C)C[C@H]1CNC(=S)N1CC1CCN(CCC23CC4CC(CC(C4)C2)C3)CC1,-9,4,-3,-0.5,-0.3,2,.,-2,4,.,-18
C=C(C)c1sc(-c2ccc(Cl)cc2)nc1C,-4,1,-10,-5.2,0.5,19,.,4,-4,154,-23
COc1cc(/C=C/C(=O)N2CCN(c3n[nH]c(=O)[nH]c3=O)CC2)cc(OC)c1OC,2,7,-5,1.4,-1.8,2,-4,0,.,-13,11
Cc1c(C(=O)N2CCCC2)sc(NC(=O)c2ccc(Cl)cc2)c1C#N,-2,-1,-1,1.1,-1.2,-4,0,3,0,-9,8
Cc1cc(C)cc(NC(=O)Cc2ccc(S(=O)(=O)N3CCCC3)s2)c1,-12,5,-4,-1.0,1.1,1,0,-1,6,-14,3
CC(=O)Nc1ccc(C=NNC(=O)C2CC2)cc1,-2,-9,2,-2.8,1.3,2,-3,-4,-7,.,1
N#CC1C(=O)NC(c2ccccc2)=CC1c1ccccc1 (stereo not given),-2,-7,2,-2.9,-1.7,1,0,-6,-9,.,-20
CCC(C(=O)OC)n1c(-c2ccccc2)nc2ccccc2c1=O (stereo not given),-7,-3,1,-1.1,-1.7,3,-15,-7,-11,.,11
Cc1ccccc1CS(=O)(=O)Cc1ccc(C(=O)NC2CCCC2)o1,-2,1,-1,-0.7,0.5,-7,-3,4,1,0,5
COC(=O)CS(=O)(=O)c1cccc2cccnc12,5,-7,-1,0.7,0.3,4,-2,-10,11,70,-12
CC12CCC(c3c1nc1ccccc1[n+]3[O-])C2(C)C (stereo not given),-1,-6,-1,0.5,-0.5,2,1,-7,-48,34,-4
CCc1ccc(OCC(=O)OC(C)C(=O)NC2CC2)cc1 (stereo not given),3,6,0,-1.8,0.3,-5,-2,-3,.,-10,-10
CC(C)(C)c1ccc(C(=O)C2CCCN(C(=O)CCn3cncn3)C2)cc1 (stereo not given),3,-1,2,-2.1,1.7,-3,-1,-7,15,-4,-4
SMILES,dFosB activator,Rtt109 HAT inh,Keap1-Nrf2 PPI,CDK5 inh,C-LANA FP,RTF Ca sens act,NSD2 HMT inh,Cardiac RTF inh,PfHsp90 yeast 2,SUMO Mot1 rescue,PvdQ inh
COCCCN1C(=O)c2[nH]nc(-c3cc(C)cc(C)c3O)c2C1c1ccc(O)c(OC)c1 (stereo not given),-4,11,-1,0.0,1.4,-4,23,2,3,-2,0
O=C(NC(=S)Nc1ccc(S(=O)(=O)Nc2nccs2)cc1)c1cccnc1,2,6,2,0.4,2.8,-10,0,-14,6,2,10
COCCn1c(SCC(=O)c2c(-c3ccccc3)n(C)c3ccccc23)nnc1-c1ccncc1,-10,-10,2,-0.3,-0.8,3,0,-13,-3,-5,-8
COc1ccc(CCNC(=O)CSc2ccc(-c3ccco3)nn2)cc1,-2,-3,0,2.5,-0.8,0,-1,-26,-18,139,17
NC(=O)c1ccc(NC(=O)COc2cccc3ccccc23)cc1,0,-17,-4,1.3,0.6,-3,0,1,-12,-7,-17
CCc1ccc(OCCOCC(O)CNC2CCCC2)cc1 (stereo not given),-3,6,-4,0.0,0.4,0,4,-5,-13,-12,-11
COc1ccc(S(=O)(=O)N2CCOCC2)cc1NC(=O)COc1ccc2ccc(=O)oc2c1,-8,-7,-8,2.7,-2.2,-10,11,5,12,-17,-1
Cc1ccc(Cl)cc1N1CCN(C(=O)CCC(=O)O)CC1,1,14,-1,0.1,-0.1,6,1,-4,5,.,-10
CCN(CC)C(=O)CS(=O)CC(=O)Nc1cc(OCCOC)c(Cl)cc1Cl (stereo not given),-17,-1,-3,-0.6,-0.7,7,-4,-17,21,65,-8
CCOC(CNC(=O)CCc1c(C)nc2nc(C)nn2c1C)OCC,1,-5,-3,-0.5,0.8,-1,2,10,.,-9,10
Cc1cccn2c(=O)c(C=C(C#N)C#N)c(N3CCN(c4ccccc4)CC3)nc12,-11,.,1,4.5,1.2,2,4,-6,-11,161,-13
